Compound activity as filed in PubChem BioAssay.
GPR35 antagonists = GPR35 antagonists blocking zaprinast-driven arrestin recruitment, primary screen, imaging, U2OS, beta-arrestin-GFP, zaprinast agonist (AID 2058); 0.052% of 290,000 active; U2OS GPR35 beta-arrestin-GFP translocation imaging, zaprinast antagonism; higher % means a stronger effect; G-protein coupled receptor 35 (Homo sapiens); one-dose inhibition, % at 10 µM; IC50 in µM for titrated hits;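 active = inhibition of at least 50% with at least 30 cells and total cytoplasm GFP at most 10,000,000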
KOR beta-arrestin-1 = KOR antagonists, beta-arrestin recruitment, cell-based, luminescence, uHTS (AID 1778). Kappa-type opioid receptor (Homo sapiens). inhibition, % at 10 µM, or IC50 in µM where a hit was titrated. 0.091% of 290,000 active. KOR beta-arrestin recruitment, luminescence, antagonist mode; higher % means a stronger effect; in the data active = inhibition above about 50%; note: strong numbers were not always called active
HIV peptide binding = inhibitors of HIV fusion peptide binding, primary screen, biochemical, uHTS, fluorescence dequenching (AID 1986); cell-free peptide binding, fluorescence dequenching, 30 min; higher % means a stronger effect; inhibition, % at 20 µM; hits with a dose series show IC50 in µM; 0.3% of 290,000 active; in the data active = inhibition mostly above about 52%, no sharp cut-off; inactive = mostly below about 76%; note: some results filed as inactive read as strong as hits
GPR55 LPI antagonism = GPR55 antagonists blocking LPI-driven arrestin recruitment, primary screen, imaging, U2OS, beta-arrestin-GFP, LPI agonist (AID 2013); U2OS GPR55 beta-arrestin-GFP translocation imaging, LPI antagonism; higher % means a stronger effect; 0.13% of 290,000 active; inhibition, % at 10 µM; hits with a dose series show IC50 in µM; G-protein coupled receptor 55 (Homo sapiens);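 active = spots per cell inhibited over 60%, with over 100 cells counted and total cytoplasm intensity under 500,000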;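 note: U2OS cells stably carrying GPR55 and arrestin-GFP stimulated by 5 µM LPI near EC80; imaged beta-arrestin-GFP aggregate spots per cell after agonist stimulation; plate controls were LPI-stimulated DMSO wells for no effect and DMSO wells without LPI for full effect; some results filed as inactive read as strong as hits; confirmed hits need IC50 under 10 µM and bright autofluorescent wells are also inconclusive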
West Nile antiviral = West Nile virus antiviral activity, cell-based, CPE readout (AID 1621); 0.02% of 290,000 active; West Nile virus-infected cells, CPE inhibition; higher % means a stronger effect; CPE inhibition, % at 10 µM; hits with a dose series show IC50 in µM; in the data active = a potency from the dose series; note: strong numbers were not always called active
GPR55 activation = GPR55 agonists via beta-arrestin recruitment, primary screen, imaging, U2OS cells, beta-arrestin-GFP redistribution (AID 1961); U2OS GPR55 beta-arrestin-GFP redistribution imaging; higher % means a stronger effect; 0.048% of 290,000 active; activation, % at 10 µM; hits with a dose series show EC50 in µM;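 active = activation above 40% with more than 50 cells counted in the well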;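 note: U2OS osteosarcoma cells stably expressing GPR55 and beta-arrestin-GFP; plate controls were DMSO negative control for no effect and LPI positive control for full effect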
KOR beta-arrestin-2 = KOR agonists, beta-arrestin recruitment, primary screen, cell-based, luminescence, uHTS (AID 1777); Kappa-type opioid receptor (Homo sapiens); KOR beta-arrestin recruitment, luminescence; higher % means a stronger effect; one-dose activation, % at 10 µM; EC50 in µM for titrated hits; 0.02% of 280,000 active; in the data active = activation above about 50%, passing the limit was not always enough; note: a part of the inactive calls stands beside numbers as strong as those of hits
NOD1 inhibition = NOD1 signaling inhibitors, primary screen, cell-based, luminescence, uHTS (AID 1578); inhibition, % at 4 µM, or EC50 in µM where a hit was titrated; NOD1-driven NF-kB luciferase reporter cells, luminescence; higher % means a stronger effect; 1% of 290,000 active; in the data active = inhibition mostly above about 36%, no sharp cut-off; inactive = mostly below about 34%;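 note: HEK-293T reporter cells stimulated with the NOD1 agonist gamma-tri-DAP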
NS5 inhibitors = Dengue-2 NS5 methyltransferase inhibitors, primary screen, biochemical, confirmation dose response (AID 588689). Genome polyprotein (Dengue virus type 2 (strain 16681-PDK53)). Dengue-2 NS5 methyltransferase capping enzyme assay, biochemical; higher % means a stronger effect. inhibition, % at 25 µM; hits with a dose series show IC50 in µM. 0.3% of 340,000 active; in the data active = a potency from the dose series
* hit, by the source's call; . = no result given; [ ] = another dose, or the depositor's remark.

[1] O=C(CNC(=O)c1ccc(F)cc1)c1ccccc1
[2] CC(=O)Nc1cccc(OCCCNC(=O)c2ccc(F)cc2)c1
[3] Cc1[nH]n(-c2cccc(Cl)c2)c(=O)c1/C=N/n1c(C)nc2ccccc2c1=O
[4] O=C(CSc1nnc(CNC(=O)c2ccco2)o1)Nc1ccc(Br)cc1
[5] Cc1ccc2nc(C3CCCN(C(=S)Nc4ccccc4C)C3)[nH]c2c1 (centres undefined)

Compound	1	2	3	4	5
GPR35 antagonists	-7%	13%	-3%	54%	-6%
KOR beta-arrestin-1	-22%	10%	0%	-12%	-24%
HIV peptide binding	-0.9%	-2.5%	4.2%	0.9%	-1.2%
GPR55 LPI antagonism	-1%	8%	3%	10%	9%
West Nile antiviral	0.3%	-0.1%	-1.0%	-0.1%	-0.5%
GPR55 activation	0.0%	-0.2%	0.2%	-0.2%	0.0%
KOR beta-arrestin-2	0.9%	.	14%	-1.9%	13%
NOD1 inhibition	-2%	0%	9%	-27%	2%
NS5 inhibitors	-11%	-7%	-8%	-3%	-6%

[6] CCN(C(=O)COC(=O)c1ccc(Cl)cc1N)C1CCCCC1
[7] C/C(=N\Nc1ccccc1C(=O)O)c1ccncc1
[8] COc1ccc(NC(=O)CN2CCC(C)CC2)cc1
[9] COc1ccccc1NS(=O)(=O)c1cc(NC(=O)/C=C/c2cccs2)ccc1N1CCOCC1
[10] COC(=O)[C@@H](NC(=O)N(C1CCCCC1)C1CCCCC1)C(C)C

Compound	6	7	8	9	10
GPR35 antagonists	-9%	-1%	6%	1%	12%
KOR beta-arrestin-1	-1%	12%	1%	-16%	-17%
HIV peptide binding	1.4%	-1.9%	-0.3%	1.3%	-1.2%
GPR55 LPI antagonism	-4%	4%	15%	10%	12%
West Nile antiviral	-0.2%	1.1%	0.4%	-1.4%	-0.2%
GPR55 activation	0.1%	-0.2%	-0.2%	0.6%	-0.1%
KOR beta-arrestin-2	1.6%	4.3%	-4.1%	11%	-0.4%
NOD1 inhibition	-45%	-40%	-15%	-1%	7%
NS5 inhibitors	-3%	-6%	-7%	-2%	-13%

[11] CC(C)NC(=O)NC(=O)COC(=O)c1ccccc1O
[12] COc1ccc(CN2CCCCCC2)c(C)c1C
[13] O=C(c1ccccc1SCc1ccccc1)N1CCOCC1
[14] Cc1cc(C)cc(NC(=S)NCc2cccn2C)c1
[15] O=C1OC2(CCCCC2)OC(=O)C1=CNc1ccc2c(c1)OCO2

Compound	11	12	13	14	15
GPR35 antagonists	11%	2%	-6%	-1%	0%
KOR beta-arrestin-1	16%	10%	8%	24%	29%
HIV peptide binding	-1.6%	-0.5%	-0.1%	-3.2%	0.8%
GPR55 LPI antagonism	2%	8%	-5%	-14%	-16%
West Nile antiviral	1.3%	-1.1%	0.6%	0.4%	-0.2%
GPR55 activation	0.3%	-0.1%	-0.1%	-0.2%	-0.1%
KOR beta-arrestin-2	-1.6%	-3.4%	1.9%	-3.9%	4.2%
NOD1 inhibition	-27%	-18%	-41%	1%	4%
NS5 inhibitors	5%	-5%	-4%	-9%	0%

[16] NS(=O)(=O)c1cccc(NC(=O)COC(=O)C2CCN(S(=O)(=O)c3cccs3)CC2)c1
[17] CCOc1cc(C(=O)NC)cc(OCC)c1OCC
[18] CC(=O)/C(=N/Nc1ccccc1)Sc1nnc(CCc2ccccc2)n1-c1ccccc1
[19] NC(=O)C1CCN(C(=O)c2ccccc2CCc2ccccc2)CC1
[20] CC(C)(C)OC(=O)NCCCC[C@@H](C(=O)N1CCN(C(=O)OC(C)(C)C)CC1)n1cc(CCC(=O)O)nn1

Compound	16	17	18	19	20
GPR35 antagonists	2%	4%	-1%	-8%	-20%
KOR beta-arrestin-1	6%	-27%	-4%	4%[20 µM]	-22%
HIV peptide binding	-1.5%	1.0%	-1.9%	-0.3%	1.1%
GPR55 LPI antagonism	16%	1%	5%	21%	8%
West Nile antiviral	0.2%	0.3%	-1.0%	-1.4%	0.3%
GPR55 activation	3.8%	-0.3%	2.0%	0.4%	-0.1%
KOR beta-arrestin-2	-2.4%	8.8%	11%	-1.8%	0.6%
NOD1 inhibition	0%	0%	-10%	-32%	-27%
NS5 inhibitors	-1%	0%	37%	-10%	2%

[21] COc1ccccc1CNC(=O)C(NC(=O)Nc1ccccc1)C(C)C (centres undefined)
[22] COc1cc(NC(=O)CCN2CCN(CCO)CC2)cc(OC)c1
[23] CC(=O)Nc1cccc(NC(=O)c2cc(Cl)ccc2Cl)c1
[24] COc1cccc(OCC(=O)NNC(=O)c2ccc3ccccc3c2O)c1
[25] CCc1ccc(N(C(=O)CNC(=O)c2cccs2)C(C(=O)NC(C)(C)C)c2cc(OC)c(OC)c(OC)c2)cc1 (centres undefined)

Compound	21	22	23	24	25
GPR35 antagonists	11%	8%	-8%	-13%	13%
KOR beta-arrestin-1	10%	-57%[20 µM]	47%	-12%	-16%
HIV peptide binding	-0.6%	2.1%	3.2%	13%	-0.3%
GPR55 LPI antagonism	0%	5%	13%	0%	6%
West Nile antiviral	-0.6%	-0.1%	0.0%	-0.1%	-0.9%
GPR55 activation	.	-0.1%	-0.4%	0.0%	-0.2%
KOR beta-arrestin-2	-1.6%	-0.2%	-0.6%	-3.0%	3.5%
NOD1 inhibition	-35%	-17%	-10%	-28%	3%
NS5 inhibitors	-7%	-6%	-6%	9%	-8%

[26] C/C(=N\NC(=O)c1c(Cl)c(C)nn1C)c1cccc(NC(=O)COc2ccc(Cl)cc2)c1
[27] Cc1ccc(Cl)cc1N1CCN(C(=O)C2(S(=O)(=O)c3ccc(Cl)cc3)CC2)CC1
[28] Cn1c(SCc2nn[nH]n2)nc2c1c(=O)n(Cc1ccccc1Cl)c(=O)n2C
[29] Cc1ccc(-n2ncc3c(NNC(=O)c4ccco4)ncnc32)cc1Cl
[30] CC1(C)CC(=O)C2=C(C1)N(c1ccc(F)cc1)C(=O)C2(O)C(F)(F)F (centres undefined)

Compound	26	27	28	29	30
GPR35 antagonists	-6%	-2%	-1%	-4%	24%
KOR beta-arrestin-1	-48%	-45%	46%	-29%	-8%
HIV peptide binding	-0.7%	3.6%	3.0%	-2.3%	-1.3%
GPR55 LPI antagonism	-4%	8%	14%	-7%	-11%
West Nile antiviral	-0.3%	-0.8%	0.1%	0.6%	.
GPR55 activation	-0.1%	-0.1%	-0.1%	-0.2%	-0.1%
KOR beta-arrestin-2	3.6%	4.1%	-2.1%	1.8%	-1.9%
NOD1 inhibition	-32%	-15%	-17%	-59%	2%
NS5 inhibitors	-2%	-3%	-2%	-1%	1%

[31] CC1CC(C)CN(C(=O)CCCn2c(=O)c3cccn3c3cccnc32)C1 (centres undefined)
[32] Cc1ccc(-c2nnc(COC(=O)c3ccco3)o2)cc1
[33] O=C(COc1ccc2c(c1)oc(=O)c1ccccc12)NCCCN1CCOCC1
[34] Cn1c(SCC(=O)NC(c2ccccc2)c2ccccc2)nnc1-c1cccs1
[35] CCCCc1c(C)nc(N2CCCC2)[nH]c1=O

Compound	31	32	33	34	35
GPR35 antagonists	-7%	-7%	-11%	0%	5%
KOR beta-arrestin-1	-8%	1%	3%	-28%	-17%
HIV peptide binding	0.1%	-0.8%	-1.3%	-3.2%	-1.2%
GPR55 LPI antagonism	-8%	-13%	-6%	0%	-2%
West Nile antiviral	0.2%	-0.1%	-0.6%	-1.6%	0.3%
GPR55 activation	-0.1%	-0.2%	0.6%	0.2%	-0.1%
KOR beta-arrestin-2	3.6%	-2.2%	13%	4.8%	4.5%
NOD1 inhibition	-18%	-8%	-11%	12%	-8%
NS5 inhibitors	-14%	-5%	-1%	5%	-7%

[36] CCC(OCC(O)CN1CCCCC1)c1ccccc1 (centres undefined)
[37] O=S(=O)(NC1Cc2ccccc2C1)c1ccccc1
[38] CC(=O)c1cccc(OCc2cc(C(=O)N3CCSCC3)no2)c1
[39] COc1ccc(CCNC(=O)C2CCCN(S(=O)(=O)N3CC(C)CC(C)C3)C2)cc1OC (centres undefined)
[40] CCOc1ccccc1CNC(=O)c1ccccc1NC(=O)C1=CSCCO1

Compound	36	37	38	39	40
GPR35 antagonists	3%	3%	9%	6%	14%
KOR beta-arrestin-1	-2%	8%	-22%	-13%	-14%
HIV peptide binding	0.4%	0.0%	1.3%	-1.1%	-1.1%
GPR55 LPI antagonism	6%	-5%	0%	1%	7%
West Nile antiviral	0.3%	1.1%	0.0%	-0.5%	0.5%
GPR55 activation	-0.2%	-0.3%	-0.1%	-0.1%	-0.2%
KOR beta-arrestin-2	-5.6%	7.7%	8.7%	-2.1%	4.6%
NOD1 inhibition	-20%	-18%	-88%	-8%	5%
NS5 inhibitors	-3%	-1%	-3%	-10%	-3%

[41] O=C(CSc1nnc(-c2cccs2)n1-c1cccc(Cl)c1)c1cccc2c1OCCO2
[42] COc1cccc(CN2CCNC(=O)C2CC(=O)N(C)C2CCCCC2)c1OC (centres undefined)
[43] CCCC[C@@H](CN[C@H](C)CNC)NCC1CCC(C(C)(C)C)CC1 (some centres undefined)
[44] CC(O)(CS(=O)(=O)Cc1ccccc1)C(=O)Nc1cccc(C(F)(F)F)c1 (centres undefined)
[45] O=C(COc1ccc(/C=N/NS(=O)(=O)c2ccccc2)cc1)Nc1cccc(Cl)c1

Compound	41	42	43	44	45
GPR35 antagonists	5%	-6%	4%	3%	6%
KOR beta-arrestin-1	-2%	-5%	-102%[20 µM]	15%	10%
HIV peptide binding	0.4%	0.9%	1.1%	1.3%	0.1%
GPR55 LPI antagonism	11%	3%	0%	25%	23%
West Nile antiviral	-0.2%	-0.7%	-2.4%	-1.1%	0.4%
GPR55 activation	-0.1%	-0.1%	-0.2%	0.6%	-0.3%
KOR beta-arrestin-2	0.8%	6.9%	-3.4%	-1.8%	3.1%
NOD1 inhibition	-37%	-24%	-3%	-7%	-2%
NS5 inhibitors	-13%	3%	.	-5%	-4%

[46] O=C(CC(=O)Nc1ccc(F)cc1F)Nc1ccc(F)cc1F
[47] COc1cccc(CNC(=O)CCC2CCCN(C(=O)c3cccc(Cl)c3)C2)c1 (centres undefined)
[48] CC1(C)Cc2c(sc(NC(=O)C(=O)N3CCCC3)c2C#N)CO1
[49] Cc1ccc2[nH]c3c(=O)n(CC(=O)NCCCN(C)Cc4ccccc4)ncc3c2c1

Compound	46	47	48	49
GPR35 antagonists	-8%	4%	13%	7%
KOR beta-arrestin-1	39%	-4%	5%	-9%
HIV peptide binding	-3.1%	0.2%	-0.5%	1.4%
GPR55 LPI antagonism	5%	4%	0%	4%
West Nile antiviral	-0.1%	-0.1%	-0.5%	-0.1%
GPR55 activation	0.0%	0.3%	-0.2%	0.1%
KOR beta-arrestin-2	0.6%	-6.8%	-5.4%	-1.3%
NOD1 inhibition	12%	-14%	-6%	-21%
NS5 inhibitors	-2%	-9%	-5%	-3%

Not all compounds are listed; rates above refer to the full screens.
